# Screening data deposited in PubChem by NCI.
# Growth percent in the NCI-60 one-dose screen (48 h, 10 µM unless noted): 100 = growth as untreated, 0 = no growth, -100 = all killed.
# HL-60(TB): HL-60(TB) leukemia cells; 9% of 78,000 active; AID 1794776; active = growth percent below 10
# Starred values were filed as active, the others as inactive; & = joins results of further samples. An excerpt; rates above refer to the full screens.
SMILES,HL-60(TB)
O=C(Nc1cn[nH]c1-c1nc2ccc(CN3CCOCC3)cc2[nH]1)NC1CC1,-27*
COc1cc2cc(CNc3ccc(Nc4nccc(-c5ccc(Cl)cc5)n4)cc3)c(=O)[nH]c2cc1OC,92
CCCCCCCn1cc2c(Nc3cccc(Br)c3)ncnc2n1,86
CCN(CC)CCCC(C)Nc1ccnc2cc(C)c(C)cc12 (stereo not drawn),107
O=C(c1cccc(Cl)n1)c1c[nH]c2ccccc12,96
Nn1c(SCC(=O)Nc2cc(Cl)c(Cl)cc2Cl)nnc1-c1cc(F)c(Cl)cc1Cl,92
O=C(/C=C/c1cn(-c2ccccc2)nc1-c1ccc(Cl)cc1)OCc1cn(-c2cccc(Cl)c2)nn1,101
COc1cc(CNC(=O)/C=C/c2ccccc2)ccc1OCc1cn(-c2ccc(C)c(C)c2)nn1,108
Cc1nn(-c2ccc(C#N)cc2)c(C)c1N=Nc1ccccc1,103
COc1ccccc1[C@H]1C(C(=O)c2ccc(Cl)cc2)C2(N[C@@H]1c1ccccc1)C(=O)Nc1ccccc12 (stereo partly drawn),-30*
c1ccc(CSc2nc3ncncc3[nH]2)cc1,137
CN1CCN(CC#CCOC(=O)CNC(=O)[C@]23CCC(C)(C)C[C@H]2C2=CC[C@@H]4[C@@]5(C)CC[C@H](O)C(C)(C)[C@@H]5CC[C@@]4(C)[C@]2(C)CC3)CC1,50

# Some of the entries above, reformatted.
molecule	HL-60(TB)
COc1cc2cc(CNc3ccc(Nc4nccc(-c5ccc(Cl)cc5)n4)cc3)c(=O)[nH]c2cc1OC	92
CCCCCCCn1cc2c(Nc3cccc(Br)c3)ncnc2n1	86
CCN(CC)CCCC(C)Nc1ccnc2cc(C)c(C)cc12 (stereo not drawn)	107
O=C(c1cccc(Cl)n1)c1c[nH]c2ccccc12	96
Nn1c(SCC(=O)Nc2cc(Cl)c(Cl)cc2Cl)nnc1-c1cc(F)c(Cl)cc1Cl	92

# Next part:
SMILES,HL-60(TB)
CC(=O)Nc1nonc1-c1nc2ccccc2n1Cc1ccc(Cl)cc1Cl,104
Fc1cc(COC2CCN(Cc3ncn4ccccc34)CC2)ccc1Cl,81
O=C1OCC/C1=C1/NCCNC1=O,107
N=c1c(C(=O)OCc2ccccc2)ncc(CCl)n1O,81
COc1ccc(OC)c(/C=C/C(=O)c2ccc(Nc3ncnc4cc(OC)c(OC)cc34)cc2)c1,95
COc1ccc(S(=O)(=O)NCCNc2cc(-c3cn(-c4ccccc4)nc3-c3cccc(OC)c3)ccn2)cc1,51
COc1ccc(/C=N/Nc2nc3ccccc3s2)cc1,85
O=C1NC(c2ccc(Cl)cc2)(c2ccc(Cl)cc2)C(=O)N1Cl,97
O=c1[nH]c(CN2CCN(c3ccccc3F)CC2)nc2sc3c(c12)CCC3,116
N#Cc1ccccc1-c1ccc(CN2C(=O)S/C(=C\c3ccccc3)C2=O)cc1,102
O=C(CCCCCCN1CC(=O)N2[C@@H](c3cccs3)c3[nH]c4ccccc4c3C[C@H]2C1=O)NO,100
Cc1cccc(-n2ncc3c(=O)[nH]c(-n4nc(C)cc4NC(=O)c4cc5ccccc5o4)nc32)c1,96
CSc1[nH]n(C2=Nc3ccccc3Sc3ccccc32)c(=O)c1C#N,72
O=C(Cc1ccccc1)Cc1ccccc1,99
CC(=O)Oc1c(C)c(C)c2c(c1C)CCC(C)(CC(=O)OCCCCCCCCCCC[P+](c1ccccc1)(c1ccccc1)c1ccccc1)O2 (stereo not drawn),-35*
O=C1CCc2c(sc3[nH]c(=S)n(-c4cccc(Cl)c4)c(=O)c23)C1,99
Cn1c(=O)c2[nH]c(CCc3ccncc3)nc2n(C)c1=O,102
Clc1nc2ccccc2nc1N1CCOCC1,95
O=C(c1nc2ccccc2[nH]1)C1C(c2ccc(Br)cc2)C2CSCN2[C@@]12C(=O)Nc1ccccc12 (stereo partly drawn),90
Cc1nc2ccccc2c(=O)n1-c1cccc(OCc2cn(-c3cccc(C(=O)O)c3)nn2)c1,103
c1ccc(OCCOc2ccccc2)cc1,95
CC(CCCCCCCCC(=O)O)c1ccccc1 (stereo not drawn),103
COc1cc(OC)c(/C=N/NC(=S)NC23CC4CC(CC(C4)C2)C3)c(OC)c1,99
C(=N/N=C/c1cccnc1)/c1cccnc1,106
Nc1ccc(N=Nc2ccccc2)c2ccccc12,87&92
CC(C)(C)OC(=O)N1CCc2c(sc3ncnc(N/N=C/c4ccccc4Br)c23)C1,95
N[C@H](Cc1ccccc1)C(=O)O,108
COc1ccc(CSc2nc3ccc(C)cc3c(=O)n2Cc2ccccc2)cc1,123
CC(C)N1CN2C(=S)NC3C2N(C1)C(=S)N3C (stereo not drawn),100
O=[N+]([O-])c1c(O)c(Cl)cc(Cl)c1Cl,92
CCOCCOC(=O)CCCCCCCCC(=O)OCCOCC,104
NNC(=O)Cc1cc(=O)[nH][nH]1,122&101
Cn1ccnc1C(=O)/C=C/c1ccc(C(=O)Nc2ccccc2F)cc1,5.2*
NC(=O)Nc1cccc(O)c1,110
Clc1cc(Cl)cc(N2N=C(c3ccc(Br)cc3)CC2c2sc(Cl)nc2Cl)c1 (stereo not drawn),97
COc1cc(-c2nnc(SC/C(=N/O)c3ccccc3)n2-c2ccccc2)cc(OC)c1OC,81

# Quoted from the listing:
# COc1ccccc1[C@H]1C(C(=O)c2ccc(Cl)cc2)C2(N[C@@H]1c1ccccc1)C(=O)Nc1ccccc12 (stereo partly drawn) | HL-60(TB): -30*
# O=C(c1nc2ccccc2[nH]1)C1C(c2ccc(Br)cc2)C2CSCN2[C@@]12C(=O)Nc1ccccc12 (stereo partly drawn) | HL-60(TB): 90
# COc1cc2cc(CNc3ccc(Nc4nccc(-c5ccc(Cl)cc5)n4)cc3)c(=O)[nH]c2cc1OC | HL-60(TB): 92
# CC(=O)Oc1c(C)c(C)c2c(c1C)CCC(C)(CC(=O)OCCCCCCCCCCC[P+](c1ccccc1)(c1ccccc1)c1ccccc1)O2 (stereo not drawn) | HL-60(TB): -35*
# NNC(=O)Cc1cc(=O)[nH][nH]1 | HL-60(TB): 122&101
# C(=N/N=C/c1cccnc1)/c1cccnc1 | HL-60(TB): 106

# Further structures
SMILES,HL-60(TB)
CC(OC(C)c1ccccc1)c1ccccc1 (stereo not drawn),91
O=C(CCc1nnc(COc2ccccc2)o1)c1nc2ncccc2[nH]1,100
COc1ccc(/C=N\NC(=O)CSc2nc3ccccc3c(=O)n2-c2cc(C)ccc2Cl)cc1OC,99
CN1CCC(n2cc(Nc3ncc4c(=O)n(-c5c(Cl)cccc5Cl)cc(Br)c4n3)cn2)CC1,-14*
CCCCCCCCCCCCCC(=O)Oc1ccc[nH]c1=O,97
N#Cc1c(Oc2ccc(Cl)cc2)nc2sc3cc(Cl)c(Cl)cc3n2c1=O,100
CCN(CC)CCOc1ccc(-c2c(-c3ccc(OC)cc3)c(=O)oc3ccccc23)cc1,102
Nc1ncnc2c1ncn2C1OC(CO)CC1F (stereo not drawn),102
COc1ccc(Br)c2ccccc12,88
O=C1/C(=C/c2ccc(Br)cc2)COc2ccc(O)c(O)c21,-23*
CC(C)(C)c1ccc(C(O)CCCN2CCC(C(O)(c3ccccc3)c3ccccc3)CC2)cc1 (stereo not drawn),-52*
O=C(Cn1cc(CN2CCN(c3ccnc4cc(Cl)ccc34)CC2)nn1)Nc1ccc(Cl)cc1,101

# 3 entries out of the list, ordered by SMILES length, low to high:
SMILES,HL-60(TB)
CC(OC(C)c1ccccc1)c1ccccc1 (stereo not drawn),91
N#Cc1c(Oc2ccc(Cl)cc2)nc2sc3cc(Cl)c(Cl)cc3n2c1=O,100
O=C(Cn1cc(CN2CCN(c3ccnc4cc(Cl)ccc34)CC2)nn1)Nc1ccc(Cl)cc1,101

# Next part:
SMILES,HL-60(TB)
C=CC12CCN(CC1)C(C(O)c1ccnc3ccc(OC)cc13)C2 (stereo not drawn),61
CCCCCC#CC1OC23CCCCC2C(C#N)(C(=N)O3)C1(C#N)C#N (stereo not drawn),81
CN1CCN(/C=C2\CC(C(=O)NCc3ccc(Cl)cc3Cl)NC2=O)CC1 (stereo not drawn),103
CC1(C)CC=C(NNC(=O)c2cccnc2)C(=O)C1,83
CCCCNC(=S)NNC(=S)NCCCC,102
COC(=O)/C(CCC=C(C)C)=C1\[C@@H](OC(C)=O)C[C@@]2(C)[C@H]1C[C@@H](OCCC#N)[C@H]1[C@@]3(C)CC[C@@H](O)[C@@H](C)[C@@H]3CC[C@@]12C,69
CC(=O)C1CCC2C3CC=C4CC(SC(=N)N)CCC4(C)C3CCC12C (stereo not drawn),-18*
CSc1nc2sc3cccc(Cl)c3n2c(=N)c1C#N,92
Nc1c(C(=O)c2ccc(Cl)cc2)sc(Nc2ccccc2)c1-c1nc2ccccc2s1,70
C=CCOC(=O)OC(C)C(=O)OCC=C (stereo not drawn),110
CC(=O)Oc1ccccc1C(=O)Oc1ccc(/C=C/c2cc(OC(=O)c3ccccc3OC(C)=O)cc(OC(=O)c3ccccc3OC(C)=O)c2)cc1,85
N=Nc1c(O)[nH]c2ccccc12,59

# The list goes on; it opens with the 3 that closed the last part.
SMILES,HL-60(TB)
C=CCOC(=O)OC(C)C(=O)OCC=C (stereo not drawn),110
CC(=O)Oc1ccccc1C(=O)Oc1ccc(/C=C/c2cc(OC(=O)c3ccccc3OC(C)=O)cc(OC(=O)c3ccccc3OC(C)=O)c2)cc1,85
N=Nc1c(O)[nH]c2ccccc12,59
Cc1nn(-c2ccccc2)c2ncnc(N/N=C/c3ccccc3O)c12,-7.9*
CCN1CCN(Cc2ccc(C(=O)Nc3cccc(-c4cn(-c5ccc(S(N)(=O)=O)cc5)nn4)c3)cc2C(F)(F)F)CC1,97
COc1ccc2nc(Cl)c(/C=C3/S/C(=N/O)NC3=O)cc2c1,109
CC1(C)CCC(=O)c2ccccc21,87
CO[C@@H]1[C@H](O)c2coc3c2[C@@](C)(c2ccc4c(c2C3=O)CCC4=O)[C@@H]1O,98
O=[N+]([O-])/C=C/c1ccccc1Cl,93
NC(N)=NN=C1CCCCC1,82
CC(C)CCSc1nc(-c2ccc(F)cc2)c(C#N)c(N(CCO)CCO)n1,73
Cc1ccc2ccc3ccc(C)nc3c2n1.Cc1ccc2ccc3ccc(C)nc3c2n1.Oc1c(Cl)cc(Cl)c2ccc(CN3CCCCC3)nc12.[Ru],-52*
O=C(/C=C/c1cc(-c2cc3ccccc3o2)n(-c2ccccc2)n1)c1ccccc1,92
O=c1ccn(-c2ncnc3nc[nH]c23)cc1,93
CSc1nc(Oc2ccc(C(C)=O)cc2)c(C#N)c(-c2cccc([N+](=O)[O-])c2)n1,96
CCC(C)NCC(C)O (stereo not drawn),97
COc1cc2oc(-c3cccc(NC(=O)[C@H](C)NC(=O)[C@@H](NC(=O)OC(C)(C)C)C(C)C)c3)cc(=O)c2c(OC)c1OC,87
CC(=O)Cc1nsc(NC(=O)c2cc(-c3cc(Cl)ccc3Cl)oc2C)n1,94
CC(=O)N1N=C(c2ccc(Nc3nc(Nc4ccccc4)nc(Nc4ccccc4)n3)cc2)CC1c1cccc([N+](=O)[O-])c1 (stereo not drawn),95
O=C1/C(=C/c2ccc(OCCCCCCOc3cccc(Cl)c3)cc2)N=C2SCCCN12,59
CCOC(=O)c1cnc2ccc(OC)cc2c1Nc1cccc(S(=O)(=O)NC)c1,109
COc1cc(-c2nc(SCC(=O)N3CCN(c4cc5c(cc4F)c(=O)c(C(=O)O)cn5C4CC4)CC3)nc(Cl)c2C#N)cc(OC)c1OC,111
CNC(=O)Oc1cccn(C(=O)NC)c1=O,71
Cn1ccc2c1[C@H](c1cc3ccccc3n1C)C[C@@H]1C(=O)N(c3ccccc3)C(=O)[C@H]21,99
CCCCCc1nc2c(c3c1CCCC3)CCCC2,-15*
COc1ccc(C(Cc2ccccc2)NCCNCCO)cc1 (stereo not drawn),108
COP(=O)(CCBr)OC,105
O=C(CN1C(=O)NC2NC(=O)NC21)N/N=C/C=C/c1ccccc1[N+](=O)[O-] (stereo not drawn),99
COc1cccc(/C=C/C(=O)OCC(=O)Nc2cccc(S(=O)(=O)N(C)C)c2)c1,86
COc1cc2oc(-c3cccc(C(=O)N[C@@H](CO)C(=O)O)c3)cc(=O)c2c(OC)c1OC,102
O=c1[nH]c(CCl)nc2c(-c3nc4ccccc4s3)c(Nc3ccccc3)sc12,95
CC1=C(C)C[C@]2(C(=O)O[C@H](C)[C@H]2C)[S@](=O)C1,103
C/C(Cc1ccc(Cl)cc1)=C(/c1ccc(Cl)cc1)c1ccc(OCCN2CCOCC2)cc1,106
Nc1nn2c(-c3cc4ccccc4oc3=O)ccnc2c1N=Nc1ccc(C(=O)O)cc1,107
S=c1nc[nH]c2c1ncn2-c1ccc(Cl)cc1,114
CCCCCn1sc(=O)n(Cc2ccc(CNC(=O)OCc3ccc4cccc(O)c4n3)cc2)c1=O,-14*
CN1CCN(CCC(=O)Nc2cccc(-n3cc(-c4ccncc4)c(-c4ccc(Cl)c(O)c4)n3)c2)CC1,5.7*
CCCn1cnc2c(c1=N)C(c1ccc(Cl)cc1)c1sc3c(F)cccc3c1O2 (stereo not drawn),63
CC(=O)OCC(CCn1cnc2cnc(N)nc21)COC(C)=O,118
COc1cc2c(cc1OC)C1(NCC2)C(=O)N(Cc2ccc(Br)cc2)c2ccccc21 (stereo not drawn),78
O=C(Nc1ccc(S(=O)(=O)O)cc1)c1ccc(N=Nc2cc(S(=O)(=O)O)c3ccccc3c2O)cc1,97
O=C1C(c2ccccc2)c2ccccc2N1Cc1ccccc1 (stereo not drawn),101
N#Cc1c(-c2cccnc2)nc(N=Nc2c(O)[nH]c3ccccc23)[nH]c1=O,101
CCCC1OC(c2cc3c(cc2Cl)OCO3)OCC1CC (stereo not drawn),99
COc1ccc(NC(=O)c2sc(N)c(C#N)c2C)cc1,76
COc1ccc(S(=O)(=O)NC(=O)NC2C(OC(C)=O)OC(COC(C)=O)C(OC(C)=O)C2OC(C)=O)cc1 (stereo not drawn),100
CCN(CC)CCNC(=O)n1cc(-c2ccncc2)c(-c2cc(Cl)cc(OC)c2)n1,78
Nc1nc(=O)[nH]c2ccc(Sc3ccc(Cl)cc3)cc12,97
CCCC(=O)N(Cc1ccccc1)Cc1ccccc1,101
COc1cccc(-c2nc(Nc3ccccc3S(N)(=O)=O)c3ccccc3n2)c1,98
COc1cc(N)ccc1O,103
